High-throughput results from PubChem.
TLR9-MyD88 inh = inhibitors of human TLR9-MyD88 binding. Q9NR96+Q99836. CHO BLA complementation TLR9-MyD88, CCF4 FRET ratio. inhibition, % at 4.98 µM. 340,000 compounds, 0.21% hits. AID 504734;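 active = inhibition above the mean over all tested compounds plus 3 SD, cut at about 21% in these data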;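 also: 0% = DMSO only wells and 100% = clavulanate BLA inhibitor control wells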
NCOA1 inh = inhibits human SRC1 coactivator; Q15788; HEK293 GAL4-SRC1 luciferase reporter, luminescence; inhibition, % at 3.6 µM; 360,000 compounds, 0.12% hits;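 active = inhibition above the campaign mean plus 3 SD, with each screening campaign given its own cutoff, cut at about 60% in these data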;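 also: 0% = DMSO treated cells and 100% = gossypol at 36 µM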
Granule exo inh = blocks lytic granule exocytosis. TALL-104 LAMP-1 surface exposure, flow cytometry; cells stimulated with thapsigargin and PMA. inhibition, % at 10 µM. 360,000 compounds, 0.66% hits;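 active = inhibition above about 55%, limit read from the data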
NOD2 RIPK2 PPI = inhibitors of human NOD2-RIPK2 interaction | O43353 | CHO BLA complementation NOD2-RIPK2, CCF4 ratio | inhibition, % at 4.98 µM | 360,000 compounds, 0.38% hits | AID 624267; in the data active = inhibition above about 21%;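 also: 0% = vehicle only and 100% = reference blocker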
Target sequence (O43353 whole entry, looked up): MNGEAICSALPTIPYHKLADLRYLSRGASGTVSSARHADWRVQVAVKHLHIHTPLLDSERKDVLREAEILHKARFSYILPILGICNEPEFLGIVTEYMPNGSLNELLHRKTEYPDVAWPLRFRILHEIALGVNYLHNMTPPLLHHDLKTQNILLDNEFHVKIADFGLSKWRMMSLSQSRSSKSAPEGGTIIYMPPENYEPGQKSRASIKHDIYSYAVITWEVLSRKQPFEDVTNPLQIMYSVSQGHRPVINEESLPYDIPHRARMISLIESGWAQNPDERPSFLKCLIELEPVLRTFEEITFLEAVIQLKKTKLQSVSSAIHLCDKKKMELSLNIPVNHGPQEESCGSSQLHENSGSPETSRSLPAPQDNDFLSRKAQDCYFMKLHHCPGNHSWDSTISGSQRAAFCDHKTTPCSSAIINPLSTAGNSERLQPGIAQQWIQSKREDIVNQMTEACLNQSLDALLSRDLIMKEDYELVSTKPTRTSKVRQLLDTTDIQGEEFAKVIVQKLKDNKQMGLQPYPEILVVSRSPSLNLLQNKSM
ABHD5 PLIN5 PPI = blocks binding of human ABHD5 to perilipin-5 | 360,000 compounds, 0.78% hits | AID 602281 | Q00G26+Q8WTS1 | Split G. princeps luciferase complementation, luminescence, 4 h | inhibition, % at 4 µM;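 active = inhibition above the mean inhibition across every tested compound plus 3 SD, cut at about 22% in these data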;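 also: 0% = DMSO only wells and the 100% control is not disclosed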
NR2F2 inh = blocks human COUP-TFII nuclear receptor | HEK293T NGFI-A luciferase reporter, luminescence | inhibition, % at 8.6 µM | 370,000 compounds, 0.7% hits;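 active = inhibition above a per-plate cutoff, mean inhibition of test wells between control levels plus 3 SD, cut at about 38% in these data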;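 also: cells cotransfected with COUP-TFII expression vector driving the NGFI-A reporter; 0% = median of COUP-TF2 test wells and 100% = reporter-only cells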
Target sequence (P24468 whole entry, looked up): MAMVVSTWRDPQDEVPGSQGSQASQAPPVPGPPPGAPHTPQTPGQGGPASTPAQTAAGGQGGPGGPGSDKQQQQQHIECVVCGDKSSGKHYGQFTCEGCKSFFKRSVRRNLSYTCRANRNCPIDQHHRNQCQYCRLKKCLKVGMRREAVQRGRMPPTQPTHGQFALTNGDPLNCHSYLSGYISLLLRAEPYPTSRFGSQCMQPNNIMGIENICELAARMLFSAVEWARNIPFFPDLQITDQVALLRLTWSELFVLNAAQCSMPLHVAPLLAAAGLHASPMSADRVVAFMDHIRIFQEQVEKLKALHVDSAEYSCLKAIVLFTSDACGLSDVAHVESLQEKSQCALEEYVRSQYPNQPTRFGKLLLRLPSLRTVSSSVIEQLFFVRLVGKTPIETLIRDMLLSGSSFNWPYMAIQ
SRC3 inh = inhibitors of human steroid receptor coactivator 3 (SRC3) | Q9Y6Q9 | HEK293 GAL4-SRC3 luciferase reporter, luminescence | inhibition, % at 3.6 µM | 360,000 compounds, 0.17% hits | AID 588352;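 active = inhibition above a per-campaign cutoff, the mean of all compounds plus 3 SD, cut at about 60% in these data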;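 also: 0% = DMSO-treated cells and 100% = gossypol-treated cells at 36 µM; higher means less SRC3-driven luciferase light from the GAL4 reporter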
NR5A2 inv ag = inverse agonists of human LRH-1 (NR5A2). inhibition, % at 3.6 µM. 360,000 compounds, 0.13% hits. HEK293T StAR-luciferase reporter, LRH-1 transfected, 24 h. O00482;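 active = inhibition above the mean inhibition of all tested compounds plus 3 SD, cut at about 73% in these data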;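 also: 0% = DMSO wells and 100% = reporter-only cells lacking LRH-1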
SRC2 inh = human SRC2 (NCOA2) inhibition; 370,000 compounds, 0.17% hits; inhibition, % at 9 µM; AID 651957; HEK293 GAL4-SRC2 luciferase reporter, luminescence; Q15596;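 active = inhibition above the mean inhibition of all tested compounds plus 3 SD, set per campaign, cut at about 52% in these data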;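 also: 0% = DMSO treated cells and 100% = cells given Gossypol at 36 µM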
TROY signal inh = TROY signaling inhibition; inhibition, % at 10 µM; Q293 LMP1-TROYcd NF-kB luciferase reporter, 4 h; 360,000 compounds, 0.98% hits;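 active = compounds whose plate-normalised and pattern-corrected inhibition of the luciferase reporter signal at the single screening dose is 50% or more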
TWEAK Fn14 block = blocks TWEAK-Fn14 interaction in a reporter cell assay. AID 1159606. inhibition, % at 10 µM. TWEAK-stimulated Fn14 reporter cells, luciferase luminescence, 8 h. 360,000 compounds, 2% hits; in the data active = inhibition above about 50%
The depositor's hits bear a star; / = not tested or not shown. An excerpt, so the mix of outcomes need not match the whole.

structure	TLR9-MyD88 inh	NCOA1 inh	Granule exo inh	NOD2 RIPK2 PPI	ABHD5 PLIN5 PPI	NR2F2 inh	SRC3 inh	NR5A2 inv ag	SRC2 inh	TROY signal inh	TWEAK Fn14 block
O=C(Cn1c(=O)oc2cc(S(=O)(=O)N3CCCC3)ccc21)Nc1cccc(C(F)(F)F)c1	1	13	-2	-2	-1	21	15	33	-4	6	20
Cc1c(C)c2c(OCC(=O)Nc3ccc(CCO)cc3)cc3c(c2oc1=O)CCC(C)(C)O3	-18	13	4	1	0	-2	9	-2	-15	10	18
O=C(O)CCC(=O)NN1C(=O)c2ccccc2NC1c1ccc(F)cc1 (stereo unspecified)	4	1	-3	2	2	6	-5	-7	21	3	-2
O=S(=O)(NCC1CCN(c2ccc(S(=O)(=O)N3CCOCC3)cc2)CC1)c1ccc(F)cc1	4	-6	2	-4	4	21	12	15	5	13	24
CCC1=NN(C(=O)c2ccc([N+](=O)[O-])cc2)C(O)(c2ccccc2)C1 (stereo unspecified)	-3	-27	-4	9	2	25	-2	11	6	-17	-5
O=C(c1ccc2[nH]ccc2c1)N1CCCC(Nc2ccccc2)C1 (stereo unspecified)	5	-29	1	-6	2	-1	15	-8	-2	7	-15
C=CCSc1n[nH]c(-c2ccc(OCCC)cc2)n1	-7	-96	0	-8	-6	/	-82	-155	/	-73	-20
CC1=NOC(=O)/C1=C\c1ccc(-c2ccc(Br)cc2C(=O)O)o1	3	-7	-4	-4	7	9	5	3	-1	-15	-2
O=C(O)C1CCCCN1C(=O)c1cc2c(s1)CCCCC2 (stereo unspecified)	-1	-13	-1	-8	13	-2	2	-5	6	15	-7
Cc1ccn(CCC(=O)N2c3ccccc3CC2C)n1 (stereo unspecified)	0	-5	-1	0	-10	0	-2	-6	-21	-5	-12
CC(C)(C)C1CCC(=O)N2CCC[C@]2(c2ccccc2)C1 (stereo partly specified)	/	/	-3	0	-9	6	/	-2	1	-6	-3
COc1ccc(C(=O)NCC2(c3ccccc3)CCCC2)c(OC)c1	-12	7	88*	0	-4	25	1	13	20	6	15
COc1cccc(NC(=O)C2CCCN(c3ncnc4c3nc3n4CCCCC3)C2)c1 (stereo unspecified)	-6	-2	-3	2	-14	15	14	4	1	3	2
COc1ccccc1C(NC(=O)C1CCN(CCOc2ccc(Cl)cc2Cl)CC1)c1ccccn1 (stereo unspecified)	/	8	-1	2	12	9	-15	-1	20	-10	1
CCOc1ncccc1C(=O)N(C)CC(=O)Nc1ccccc1SC	-13	5	0	-5	2	6	10	4	-7	18	5
CNc1nc2cc([N+](=O)[O-])c([N+](=O)[O-])cc2nc1NC	-3	10	-2	-15	2	4	46	7	16	27	51*
S=c1[nH]cnc2scc(-c3ccc(Cl)cc3)c12	/	-4	-6	-6	-5	7	8	-8	1	68*	26
COC(=O)C1Sc2[nH]c(=O)sc2C(c2ccc(Cl)cc2)C1C(=O)OC (stereo unspecified)	12	-3	-6	-16	3	6	17	18	-16	-8	-69
COC(=O)c1ccc([N+](=O)[O-])cc1N1C(=O)C2C3CCC(C3)C2C1=O (stereo unspecified)	-6	-1	1	2	-2	-6	11	7	-11	4	4
COc1cccc(N2C(=O)CC(N3CCN(C(=O)c4ccco4)CC3)C2=O)c1 (stereo unspecified)	2	15	2	4	0	15	3	-15	5	15	13
CCN1CCN(c2cc(=O)n(-c3cc(Cl)ccc3C)c(=O)[nH]2)CC1	0	0	2	-6	-1	-7	6	-11	0	14	2
COc1ccc(C(=O)N[C@H](C(=O)NCCCn2nc(C)cc2C)C(C)C)cc1	3	-11	0	9	-2	3	-34	-3	-61	-5	2
COc1ccc2nc(C)c3c(c2c1)OC(C(C)(Cl)Br)C3 (stereo unspecified)	9	16	0	6	1	15	23	4	-14	25	-7
COc1cccc(C2CC(c3cccs3)Nc3ncnn32)c1 (stereo unspecified)	0	6	4	-1	10	5	5	-6	11	8	8
CC1CCN(S(=O)(=O)c2cccc(C(=O)Nc3ccccc3)c2)CC1	17	-5	-3	2	-3	-1	-2	-2	15	16	3
CCn1nc(C(=O)NNC(=O)C(Cc2ccccc2)NC(N)=O)c2ccccc2c1=O (stereo unspecified)	-4	-35	1	-7	0	-10	-3	4	-12	-16	-7
Cc1cc(N(C)C)cc(C)c1N=Nc1cc[n+]([O-])cc1	-4	-16	-1	-5	9	-20	-12	0	-22	-13	-4
CCN(CC)S(=O)(=O)c1cccc(C(=O)NC2CCCCC2)c1	-2	-19	0	10	-10	-24	-1	-10	-3	-29	-1
Nc1ncnc2c1ncn2[C@@H]1O[C@H](CN=C2NS(=O)(=O)c3ccccc32)[C@@H](O)[C@H]1O	-12	-22	-1	2	-6	7	-9	-1	-25	-3	-18
O=S(=O)(NNc1nccc(C(F)(F)F)n1)c1cccc(Cl)c1Cl	-7	4	83*	12	-25	10	7	16	-6	14	-10
CCc1n[nH]c(=S)n1/N=C/c1ccc(-c2ccc(Br)cc2)o1	-1	7	0	-4	2	4	15	2	17	-51	-14
O=C(Cn1ccc2ccccc2c1=O)NCCC(=O)Nc1ccc(F)cc1F	5	-28	-4	0	6	4	10	-10	-7	-21	6
CC(=O)N1Cc2ccccc2CC1C(=O)OCC(=O)c1c(N)n(C)c(=O)n(C)c1=O (stereo unspecified)	-1	-8	1	0	2	6	12	7	-3	13	-2
CCOc1ccc(C2Nc3ccccc3NC3=C2C(=O)CC(C)(C)C3)cc1OC (stereo unspecified)	-10	-10	2	-4	-9	11	-13	-16	3	-25	-3
CCOC(=O)C1CCN(C(=O)COC(=O)C2CCN(S(=O)(=O)c3ccc(C)c(C)c3)CC2)CC1	3	-29	13	0	2	14	5	12	-27	-5	-10
COc1ccc(OCc2n[nH]c(=S)o2)cc1	-2	-41	-2	4	-6	-14	-16	-14	-15	2	-8

Results in TLR9-MyD88 inh and NR2F2 inh, for 2 of the compounds above:
| molecule | TLR9-MyD88 inh | NR2F2 inh |
| --- | --- | --- |
| CCN(CC)S(=O)(=O)c1cccc(C(=O)NC2CCCCC2)c1 | -2 | -24 |
| CC1CCN(S(=O)(=O)c2cccc(C(=O)Nc3ccccc3)c2)CC1 | 17 | -1 |

The list continues:
structure	TLR9-MyD88 inh	NCOA1 inh	Granule exo inh	NOD2 RIPK2 PPI	ABHD5 PLIN5 PPI	NR2F2 inh	SRC3 inh	NR5A2 inv ag	SRC2 inh	TROY signal inh	TWEAK Fn14 block
COc1ccc(-c2noc(COc3ccc(Cl)c(C)c3)n2)cc1	4	2	1	-12	-10	-9	-10	22	6	27	46
COC(=O)[C@H](C)[C@H]1C[C@]1(C)[C@H](NC(=O)OCc1ccccc1)c1ccccc1	-12	-8	6	-5	-6	-3	-10	-2	-16	2	-4
COc1ccc(NC2CCCN(C(=O)CCN3Cc4ccccc4C3=O)C2)cc1 (stereo unspecified)	8	-19	2	-7	-6	-7	-39	8	-10	-14	-14
CC1C(=O)Nc2ccccc2N1C(=O)c1ccc(O)cc1 (stereo unspecified)	1	-9	-1	-4	-4	11	-2	2	-15	16	6
O=C(CCc1nc2ccccc2c(=O)[nH]1)Nc1nnc(SCc2ccccc2)s1	14	1	-4	3	-5	27	6	-13	5	-13	-27
O=C(COc1ccc(Cl)cc1)NCCCNC(=O)c1cnccn1	-3	-2	-11	-6	8	8	-4	0	18	-5	34
O=C1C2C3C=CC(CC3)C2C(=O)N1c1cccc(Br)c1 (stereo unspecified)	1	-4	1	-12	5	-26	-6	-1	13	-18	-5
CCOc1ccc(N(CC(=O)N/N=C/c2cc([N+](=O)[O-])ccc2Cl)S(C)(=O)=O)cc1	-16	-24	2	1	-3	9	-1	5	-33	18	-10
COc1ccccc1-c1cc(C(=O)NC(C)C)no1	2	-74	-2	3	-5	-50	-59	-89	-30	-73	-14
O=C(CNS(=O)(=O)c1ccccc1)Nc1ccc(F)cc1F	4	-26	-25	-1	11	-9	12	-4	-36	-23	-15
CC(=O)Nc1ccc(S(=O)(=O)N2CCN(CCCOc3ccccc3Cl)CC2)cc1	-2	10	0	5	5	23	18	10	-10	17	28
Cc1ccc(N(CC(=O)N2CCOCC2)S(=O)(=O)c2ccccc2)cc1	-3	3	-2	-4	1	16	-16	-7	-43	1	0
COc1ccc(-n2c(SCC(=O)OC(C)C)nnc2-c2ccccn2)cc1	-3	11	-1	7	-1	15	-5	0	4	6	11
CN(CC(=O)Nc1ccccc1C(=O)NC1CC1)Cc1ccco1	-11	3	1	-5	-10	8	-7	-5	-11	-5	21
CCOc1ccccc1C(=O)N/N=C/c1coc2ccc(Cl)cc2c1=O	-5	-10	2	7	2	13	20	28	20	14	30
COc1ccc(NC(=O)c2cc(-c3ccc(C)cc3)on2)cc1	-12	-16	5	-7	-12	-1	-2	2	-4	-21	-5
CCN(CC)S(=O)(=O)c1cc(NC(=O)CN2C(=O)NC(C)(c3ccccc3)C2=O)ccc1C (stereo unspecified)	-13	5	0	-5	-2	13	-1	11	-2	8	-17
O=C(C[C@@H]1C=C[C@@H](NC(=O)C2CC2)[C@@H](CO)O1)NCc1ccccc1Cl	/	/	-3	0	-6	-12	/	8	1	/	/
CCOc1cc(CNCC(C)C)cc(Cl)c1OCc1ccccc1	-3	4	7	6	4	0	7	1	9	-10	6
O=C(NNC(=O)c1ccccn1)c1cccc([N+](=O)[O-])c1	10	-14	4	-1	-2	13	18	-13	-29	16	5
O=C(Cc1c(Cl)cccc1Cl)NC1CC1	-4	-8	-9	0	6	-13	-8	-13	-3	0	-15
O=C(CCn1cnc2ccccc2c1=O)Nc1cccc(Cl)c1	5	-26	-1	8	1	6	0	-5	-34	-14	-5
COc1ccc(-n2nc3c(N4CCC(C(=O)NC5CCCCC5)CC4)nnc(C)c3c2C)cc1	4	-24	-2	5	-3	/	5	-3	/	-8	-10
O=C(NCCCN1CCOCC1)C1CCCN(S(=O)(=O)N2CCCCC2)C1 (stereo unspecified)	0	-3	-2	5	-6	-8	-9	-21	-4	2	24
COc1cc(/C=N/O)cc(Cl)c1OC	0	-3	-7	-14	-1	20	24	-4	21	9	0
N=C1C(c2nc3ccccc3[nH]2)=C(O)CN1c1ccccc1	-6	-39	-1	-3	2	-38	-49	-59	-53	-65	-53
CCOc1ccc(C(=S)NC2CCCCC2)cc1	8	-66	-2	10	-11	-29	-65	-101	-42	-46	-21
CCC(=O)Nc1cccc(C2=NOC3(C2)C[C@@H](C(N)=O)N(C(=O)CC(c2ccccc2)c2ccccc2)C3)c1 (stereo partly specified)	15	-11	-5	0	-3	3	2	9	4	-11	-15
Cc1ccc(S(=O)(=O)N(CCC(=O)O)c2ccccc2)cc1	-7	1	7	-3	4	2	2	-2	1	-8	4
